ABCG2 inh = ABCG2 efflux pump inhibitors, primary screen, multiplex with ABCB1, IgMXP3 cells, flow cytometry. Broad substrate specificity ATP-binding cassette transporter ABCG2 (Homo sapiens), Q9UNQ0. JC-1 efflux. inhibition, % at 6.6 µM. 190,000 tested, 0.1% active. AID 1325, 2008;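 active = inhibition above 80%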;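 note: 0% = DMSO and 100% = nicardipine control wells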
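material = IgMXP3 (ABCG2) plus far-red-tagged CCRF-Adr (ABCB1) cells | amount = 3 million cells/mL, equal mix of both lines | also added = JC-1 transporter substrate | dosing = one concentration, 6.6 µM final | schedule = 10 min at 25 °C | measured by = flow cytometric JC-1 green MFI at 530 nm | read-out basis = percent efflux inhibition, scaled nicardipine 100% to DMSO 0%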
Cdc42 wt = modulators of GTP binding to wildtype Cdc42, primary screen, biochemical, multiplex bead flow cytometry, Bodipy-GTP | Cell division control protein 42 homolog (Homo sapiens), P60953 | GST-Cdc42 beads; actives lie on both sides | percent activity (GTP binding), % at 10 µM | 190,000 tested, 0.2% active | AID 761, 2007;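 active = percent activity GTP binding at least 20 points away from the 100% baseline, either down as inhibitor or up as activator; inconclusive = compound flagged as likely green fluorescent from well-wide comparison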;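 note: median bead fluorescence of bound Bodipy-FL-GTP at 100 nM; 0% = excess unlabeled GTP control and 100% = no compound control; below 100% means less GTP binding so inhibitor and above means activator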
Rab2A wt mod = modulators of GTP binding to Rab2A wildtype, primary screen, biochemical, dog, bead-based flow cytometry, multiplex; Ras-related protein Rab-2A (Canis lupus familiaris), P61105; GST-Rab2 wt beads, Bodipy-GTP binding; GTP binding activity, % at 10 µM; 190,000 tested, 0.19% active;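 active = GTP binding activity at least 20 points away from 100%, either lowered or raised; inconclusive = signal likely due to the compound's own green fluorescence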;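 note: 0% = beads with excess unlabeled GTP and 100% = no-compound control corrected for plate trend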
Rab7 wt modul = modulators of GTP binding to Rab7, primary screen, biochemical, wildtype, multiplex bead flow cytometry; Rab7 GTPase wild type (dog), Bodipy-FL-GTP binding; GST-Rab7 beads, fluorescent GTP binding; actives lie on both sides; untreated = 100%, excess cold GTP = 0%; GTP binding activity (percent of control), % at 10 µM; 190,000 tested, 0.055% active;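 active = fluorescent GTP binding to Rab7 beads changed by at least 20 points from the 100% baseline, either direction, mostly lower; inconclusive = compound itself probably fluorescent, or too few beads counted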;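 note: median green fluorescence of bound Bodipy-FL-GTP per Rab7 bead population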
Mcl1-Noxa inh = Mcl-1/Noxa binding inhibitors, primary screen, biochemical, TR-FRET, 1536-well; TR-FRET Mcl-1/Noxa peptide binding, 2 h; inhibition, % at 21.7 µM; 220,000 tested, 1.5% active; AID 1022, 2008;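 active = compounds that cut the protein-peptide binding signal by more than 50% relative to plate controls in a single-dose test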;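 note: His-tagged Mcl-1 with rhodamine Noxa BH3 peptide and terbium anti-His antibody; 0% = Mcl-1 plus Noxa peptide wells and 100% = peptide-only wells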
HRas wt GTP bind = modulators of GTP binding to HRas wildtype, primary screen, biochemical, bead-based flow cytometry, multiplex; GST-Ras wt beads, Bodipy-FL-GTP binding; actives lie on both sides; 190,000 tested, 0.14% active; GTP binding activity, % at 10 µM; GTPase HRas (Homo sapiens), P01112;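 active = GTP binding activity at least 20% away from the 100% baseline, either lowered as inhibitor or raised as activator; inconclusive = flagged as likely green fluorescent, judged across all proteins in the well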;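 note: 0% = unlabeled GTP competition control and 100% = no-compound control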
Pf gamet viab = late stage P. falciparum gametocyte viability inhibitors, primary screen, ATP luminescence, HTS; AID 743093, 2013; 150,000 tested, 0.065% active; inhibition, % at 10.9 µM; P. falciparum stage V gametocytes, 24 h;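 active = inhibition above the mean plus 3 SD of compounds within the control limits, set per campaign, cut at about 38% in these data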;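 note: 0% = DMSO wells and 100% = medium only without gametocytes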
ABCB1 inh = ABCB1 efflux pump inhibitors, primary screen, cell-based, multiplex, flow cytometry, ABCG2 counter-screen | ATP-dependent translocase ABCB1 (Homo sapiens), P08183 | CCRF-Adr cells, JC-1 efflux | inhibition, % at 6.6 µM | 190,000 tested, 0.067% active | AID 1326, 2008; in the data active = inhibition above about 40%;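 note: 0% = vehicle and 100% = reference inhibitor; higher value means more JC-1 retained so stronger ABCB1 efflux block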
Target sequence (P08183 whole entry, looked up): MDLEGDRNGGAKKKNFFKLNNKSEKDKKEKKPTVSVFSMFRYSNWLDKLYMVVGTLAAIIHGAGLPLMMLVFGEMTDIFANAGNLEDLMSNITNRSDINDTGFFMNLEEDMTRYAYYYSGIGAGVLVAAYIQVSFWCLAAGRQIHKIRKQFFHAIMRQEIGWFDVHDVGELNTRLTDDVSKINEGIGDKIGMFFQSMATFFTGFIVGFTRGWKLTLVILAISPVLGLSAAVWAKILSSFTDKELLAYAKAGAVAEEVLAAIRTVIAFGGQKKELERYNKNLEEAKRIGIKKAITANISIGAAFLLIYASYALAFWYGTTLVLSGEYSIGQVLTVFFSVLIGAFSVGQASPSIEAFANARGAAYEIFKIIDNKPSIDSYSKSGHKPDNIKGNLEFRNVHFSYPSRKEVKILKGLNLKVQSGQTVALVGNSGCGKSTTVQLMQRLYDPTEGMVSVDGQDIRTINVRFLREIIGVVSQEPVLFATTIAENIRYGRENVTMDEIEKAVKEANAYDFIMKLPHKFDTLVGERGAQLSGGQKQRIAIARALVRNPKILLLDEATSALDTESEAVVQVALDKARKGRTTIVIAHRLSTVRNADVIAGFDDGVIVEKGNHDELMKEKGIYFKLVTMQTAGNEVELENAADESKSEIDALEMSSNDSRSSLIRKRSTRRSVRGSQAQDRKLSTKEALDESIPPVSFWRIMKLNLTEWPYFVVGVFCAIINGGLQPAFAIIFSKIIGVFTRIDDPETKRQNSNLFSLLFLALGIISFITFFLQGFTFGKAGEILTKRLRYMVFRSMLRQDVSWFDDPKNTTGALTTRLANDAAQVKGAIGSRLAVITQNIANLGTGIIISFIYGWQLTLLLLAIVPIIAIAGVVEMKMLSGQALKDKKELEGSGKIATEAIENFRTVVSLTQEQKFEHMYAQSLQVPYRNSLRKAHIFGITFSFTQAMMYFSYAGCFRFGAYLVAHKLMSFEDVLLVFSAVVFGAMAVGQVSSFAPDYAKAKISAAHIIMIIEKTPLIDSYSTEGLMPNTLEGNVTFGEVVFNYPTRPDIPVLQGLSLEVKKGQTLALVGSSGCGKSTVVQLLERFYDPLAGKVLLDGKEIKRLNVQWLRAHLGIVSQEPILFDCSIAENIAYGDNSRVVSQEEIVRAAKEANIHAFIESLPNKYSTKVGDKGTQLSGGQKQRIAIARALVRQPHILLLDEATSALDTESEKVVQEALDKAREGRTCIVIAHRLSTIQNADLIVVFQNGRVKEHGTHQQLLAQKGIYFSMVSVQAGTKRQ
Avidin fluor = green autofluorescence of compounds with avidin beads – biophysical, 488/530 nm, flow cytometry, artefact control, profiling panel; compound fluorescence 488/530 nm; hits give high values; fluorescence (KMESF) at 10 µM; 220,000 tested, 0.38% active; AID 1775, 2009; in the data active = fluorescence above about 47; note: inactives centre near 10
Rac1 act GTP bind = GTP binding modulators of activated mutant Rac1, primary screen, biochemical, bead-based flow cytometry, multiplex, fluorescent GTP | Ras-related C3 botulinum toxin substrate 1 (Homo sapiens), P63000 | GST-Rac1 activated beads; actives lie on both sides; 100% means binding = to untreated wells | AID 764, 2007 | 190,000 tested, 0.11% active | percent activity (GTP binding), % at 10 µM;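 active = GTP binding at least 20 percentage points away from the 100% baseline, in either direction, so actives lie on both sides; inconclusive = Compound likely fluorescent itself, or too few beads counted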
Rac1 wt GTP bind = wildtype Rac1 GTP binding modulators, primary screen, biochemical, GST-Rac1 beads, flow cytometry, multiplex; 190,000 tested, 0.27% active; fluorescent GTP binding; actives lie on both sides; 0 = cold GTP competed, 100 = untreated; GTP binding activity (% of control), % at 10 µM; Ras-related C3 botulinum toxin substrate 1 (Homo sapiens), P63000; AID 757, 2007;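 active = GTP binding activity at least 20 points away from the 100% control level, either lower or higher; inconclusive = compound flagged as likely green fluorescent, judged across all proteins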
The depositor's hits bear a star; ? = inconclusive; . = no result given. Outcome played no part in choosing rows. Share with any hit: about 2.3%.

SMILES	ABCG2 inh	Cdc42 wt	Rab2A wt mod	Rab7 wt modul	Mcl1-Noxa inh	HRas wt GTP bind	Pf gamet viab	ABCB1 inh	Avidin fluor	Rac1 act GTP bind	Rac1 wt GTP bind
COc1cc(C(=O)NCC(=O)N/N=C(C)\C=C\c2ccccc2)cc(OC)c1OC	18	102	99	98	17	98	24	0.7	10	97	104
COc1cccc(/C=c2/s/c(=C(\C#N)C(=O)N3CCOCC3)n(-c3ccccc3)c2=O)c1	3	104	102	101	43	101	12	1.0	11	100	105
CC1(C)CC(=O)C(C=NCCCN2CCOCC2)=C(O)C1	-1	102	102	92	-14	99	6	-0.3	5	101	100
CN1CCN(S(=O)(=O)c2ccc(Oc3ccc(F)c(Cl)c3)nc2)CC1	6	98	97	98	4	97	.	0.7	12	96	97
CCN1CCN(C(c2cc3cc4c(cc3[nH]c2=O)OCO4)c2nnnn2C(C)(C)CC)CC1 (stereo unspecified)	2	106	104	102	-1	102	.	0.6	38	101	112
c1ccc(-n2ncc3c2ncn2c(C4CCCCC4)nnc32)cc1	4	108	107	107	8	104	.	0.6	25	101	108
CCOC(=O)CC(=O)CSc1nc2ccccc2c(=O)n1-c1ccc(C(=O)NCCOC)cc1	1	101	99	99	13	101	.	0.3	20	98	107
COC(=O)CNC(=O)COC(=O)C(Cc1ccccc1)NC(=O)c1ccco1 (stereo unspecified)	-3	103	101	99	10	99	.	-0.3	11	100	105
COc1ccc(C2N(c3ccccc3)C(=S)N3CCCN23)cc1 (stereo unspecified)	0	100	100	102	3	101	13	0.0	6	103	102
CCn1cc(C(=O)NCc2ccccn2)c(=O)c2cc(S(=O)(=O)N3CCCCC3)ccc21	5	94	96	99	15	98	.	-1.4	8	98	99
CC(=O)N1CCC2(CC1)C(C#N)=C(N)Oc1c2sc2nc(C)cc(C)c12	3	104	104	102	4	102	.	0.7	5	100	103
O=C(c1ccco1)N1CCN(S(=O)(=O)N2CCOCC2)CC1	-1	93	92	93	-7	95	.	0.0	14	93	94
COc1cc(CNc2ccc(N3CCN(C(C)=O)CC3)cc2)ccc1OCc1ccccc1	6	95	94	97	10	95	-14	1.3	11	97	98
Cc1cc(=O)cc(C)n1-c1ccc(O)cc1	2	97	99	105	17	100	1	0.9	6	95	98
O=C(NCc1ccccc1)/C(=C/c1ccc(OC(F)F)cc1)c1ccccc1	35	100	100	99	1	98	.	-1.6	15	99	102
CS(=O)(=O)N1CCCC(C(=O)NCCCN2CCOCC2)C1 (stereo unspecified)	3	97	100	96	-3	97	0	0.8	21	95	95
O=c1[nH]c(-c2ccccn2)nc2sc(-c3ccccc3)cc12	2	92	97	103	-53	95	17	0.2	11	94	97
Cc1nc(=O)c(-c2ccccc2)c(C)n1CC1CCCO1 (stereo unspecified)	1	104	102	100	9	101	.	0.3	4	99	101
O=C(N1CCN=C1SCc1cccnc1)C12CC3CC(CC(C3)C1)C2	24	103	100	97	5	100	.	5.2	14	99	102
CCOc1ccc(C(=O)NCC(=O)OCc2c(F)cccc2Cl)cc1OCC	2	98	98	99	-1	98	-3	0.7	8	100	102
CC(C)CCN1CCN(Cc2cccc3nonc23)CC1CCO (stereo unspecified)	1	96	96	90	1	94	12	0.5	6	97	98
CCCOc1ccc(/C=C/C(=O)N2CCN(c3ccccn3)CC2)cc1	3	92	93	96	8	94	-33	1.0	7	93	95
COc1cc(OC)cc(C(=O)NCC(=O)OCC(=O)N2c3ccccc3NC(=O)C2(C)C)c1	3	92	94	94	10	93	-2	0.6	10	96	97
COc1cccc(NC(=O)Cn2c(=O)n(-c3ccccc3)c(=O)c3oc4ccccc4c32)c1	2	98	96	95	10	100	-10	0.5	2	98	101
Cc1cccc(C)c1NC(=O)CSCC(=O)c1ccc(O)c(O)c1	0	103	102	102	14	104	-7	0.2	9	100	100
CN(CC(=O)Nc1ccccc1[N+](=O)[O-])Cc1ccc(Br)cc1	4	98	104	106	-3	102	-27	0.6	6	96	100
COc1ccc(Cc2nc(-c3ccc(-n4cccc4)cc3)no2)cc1	-4	94	90	94	25	95	.	-3.0	8	90	97
O=C(Cc1cccc2ccccc12)N/N=C/c1ccc(Sc2cccc3cccnc23)o1	1	103	101	102	0	102	.	0.8	5	100	105
O=[N+]([O-])c1ccc(C2CNC(c3ccccc3)O2)cc1 (stereo unspecified)	-2	99	99	100	-23	100	.	-0.1	20	98	101
O=C(N=Nc1c(O)[nH]c2ccc(Br)cc12)c1ccccc1-n1cccc1	21	97	99	99	5	99	.	2.0	45	98	102
O=C(NCCc1ccccc1)C(c1cccs1)N(C(=O)CCl)c1ccc(Cl)cc1 (stereo unspecified)	5	89	97	99	-2	96	6	2.2	5	95	100
O=C(OCC(=O)N1CCCC1)c1ccco1	0	104	101	104	-1	104	.	0.0	4	101	105
Cc1cc(S(=O)(=O)N(Cc2ccc(F)cc2)CC2CCCO2)ccc1-n1cnnn1 (stereo unspecified)	5	?	?	?	21	?	1	1.6	14	?	?
O=C(NCC(=O)N(c1ccccc1)C(C(=O)NC1CCCCC1)c1cccnc1)c1cccs1 (stereo unspecified)	0	91	89	96	-3	92	9	-0.1	9	88	93
COc1ccccc1NS(=O)(=O)c1cccc(C(=O)N/N=C(\C)c2ccc(-n3ccnc3)cc2)c1	1	106	103	95	6	103	.	0.4	6	101	101
CCCSc1cc(N2CCOCC2)nc(-c2ccccc2Cl)n1	25	101	102	97	9	98	.	-0.5	8	98	97
O=C1/C(=C/c2cccnc2)SC(=S)N1c1ccccc1	-7	104	100	100	16	100	-1	-0.3	22	99	104
CCC(C)[C@H](NC(=O)NCc1cccs1)C(=O)O (stereo partly specified)	-4	97	101	102	15	99	.	0.5	9	97	104
CCCCSC(=O)Nc1ccccc1	1	106	110	109	-2	107	.	0.2	14	100	102
Cc1[nH]n(-c2nc(-c3ccccc3)cc(=O)[nH]2)c(=O)c1CCO	-3	97	97	96	23	98	1	-0.5	7	97	98
O=C(COC(=O)Cc1cccc(C(F)(F)F)c1)Nc1cccc2ccccc12	22	99	95	99	5	99	.	0.4	10	97	99
CN(C)c1ccc(CN(C(=O)COc2ccccc2)C2CCS(=O)(=O)C2)cc1 (stereo unspecified)	2	103	96	95	11	101	3	0.6	18	99	108
CC(C)CCn1c(Cl)nc2c1c(=O)n(C)c(=O)n2C	15	99	103	104	12	100	4	0.7	12	101	98
O=C(NCc1cccnc1)c1ccccc1[N+](=O)[O-]	6	104	100	99	15	100	.	0.2	15	101	104
CCOC(=O)c1c(NC(=O)c2cccs2)sc2c1CCCC2	0	91	91	89	1	92	5	0.1	32	89	91
Cc1ccc2cc(C#N)c(SCC(=O)Nc3ccc4sc(C)nc4c3)nc2c1	-1	100	99	101	41	100	.	-0.1	33	97	97
CC(=O)CSc1nnc(-c2ccc3c(c2)OCO3)o1	0	100	98	100	16	99	-23	0.0	5	99	103
CCc1ccccc1Nc1nc(N)nc(CSc2nnnn2C)n1	6	93	93	93	-6	92	.	0.5	23	98	95
Cc1ccc(/C=N/n2c(=O)c(C(C)(C)C)nn3cnnc23)cc1	6	98	97	99	-10	97	1	0.6	13	98	99
CCc1ccc(N(CC(=O)NCc2ccc(F)cc2)C(=O)c2csnn2)cc1	1	?	?	?	-7	?	.	0.4	11	?	?
CCn1cc(/C=N\NC(=O)COc2cccc(C)c2C)c(C)n1	13	100	103	101	1	102	.	.	3	100	102
CSc1c(CC(=O)Nc2ccccc2)n(Cc2ccccc2)c2ccccc12	16	99	95	100	2	96	.	0.4	22	97	100
CCC(C)NC(=O)c1ccccc1NC(=O)CN(c1cc(C)ccc1OC)S(C)(=O)=O (stereo unspecified)	2	94	96	92	-5	95	8	1.5	2	94	95
Cc1cc(C)cc(C(=O)N2CCN=C2c2ccccc2)c1	5	97	100	99	-6	98	.	0.1	5	101	104
CN1CCN(C(=O)CN(c2cc(C(F)(F)F)ccc2Cl)S(C)(=O)=O)CC1	4	99	98	99	6	100	.	-0.1	11	100	104
CC(C)CC(c1nnnn1Cc1ccc2c(c1)OCO2)N1CCC(C(N)=O)CC1 (stereo unspecified)	0	96	100	105	-1	101	5	0.0	7	98	101
Nc1c(-c2ccccc2)c(CN2CCOCC2)nn1-c1ccc(C(=O)O)cc1	-2	101	101	101	14	101	.	-0.5	12	100	103
Cc1nn(Cc2c(Cl)cccc2Cl)c(C)c1NC(=O)/C=C/c1cnn(C)c1C	2	99	101	103	21	104	0	0.9	19	96	94
CC1CC(C)(C)NC(=S)N1CCCC(=O)Nc1ccc(F)c(F)c1 (stereo unspecified)	7	97	96	91	6	99	10	2.3	11	99	101
O=C(NCCc1ccc(Cl)cc1)C1CCN(S(=O)(=O)N2CCCC2)CC1	1	97	97	97	8	96	.	0.2	11	97	97
The results go on.
SMILES	ABCG2 inh	Cdc42 wt	Rab2A wt mod	Rab7 wt modul	Mcl1-Noxa inh	HRas wt GTP bind	Pf gamet viab	ABCB1 inh	Avidin fluor	Rac1 act GTP bind	Rac1 wt GTP bind
Nc1ccc2nc(CCc3ccccc3)[nH]c2c1	5	103	99	96	-14	99	-5	-0.1	11	99	105
Oc1cccc(-c2nc3ccc4ccccc4c3c3c2CCC3)c1	1	96	98	98	21	98	.	0.0	13	97	99
OC(COCC1COc2ccccc2O1)CN1CCN(c2ccccn2)CC1 (stereo unspecified)	0	101	99	101	23	100	.	0.1	11	95	96
O=C(CSc1ccc2ccccc2c1)Nc1ncccn1	29	101	99	102	-17	101	2	1.3	7	99	101
Cc1ccc(C2C3=C(CCCC3=O)Nc3nc(SCC(=O)NCc4ccco4)[nH]c(=O)c32)cc1 (stereo unspecified)	-7	100	96	97	33	99	14	-6.5	12	99	103

Screens (PubChem)
